High-throughput results from PubChem BioAssay.
IMPase Li cell: membrane-permeable IMPase blocker, potentiated with lithium | AID 1457 | Potency, µM (doses to about 59.4 µM), for inactives: top-dose activity, negative = IMPase inhibition, hits mostly inhibitors | hit rate 0.35% among 210,000 | CHO-M1 cells, IP1 TR-FRET (IP-One), carbachol + lithium;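 also: IP1 builds up when IMPase is blocked and the TR-FRET signal falls; potency is read from the fitted curve at half-maximal effect; plate controls were basal vehicle for no effect and high inhibitor control for full effect; nearly all actives have a fitted effect of over 50% in size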
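Lithium-sensitised IP1 accumulation assay; M1-expressing CHO cells treated 30 min at 37C with compound. Competitive antibody detection by time-resolved FRET followed a 10 min room-temperature lysis step.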
LMNA splice mod: modulators of lamin A splicing. HeLa LMNA splicing GFP/RFP minigene ratio, 48 h. Potency, µM (top dose mostly 46.1 µM), without a hit: top-dose ratio change, negative = inhibition, actives largely listed as inhibitors. hit rate 0.01% among 200,000. AID 1487; active = well fitted inhibition curve with a large enough effect in the signal ratio, with a control signal flat, not every such curve was filed as active; inconclusive = small, poorly fitted or top-dose-only effect, or effect the other way, or a change in a side signal; the % refers to the signal ratio; also: potency is read from the fitted curve at half-maximal effect; % is scaled to controls: 0 for no effect and ±100 for the full control effect
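S3 HeLa cells stably expressing lamin A-EGFP splicing minigene plus DsRed2, 600 cells/well, 48 h compound exposure at 37C. Laser-scanning cytometry; analysed as GFP (500-530 nm)/RFP (575-640 nm) total intensity ratio; 0.5% DMSO vehicle.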
CBFb-RUNX1 inh: inhibitors of human CBF-beta and RUNX1 interaction; AlphaScreen CBFb-His/RUNX1-biotin binding, biochemical; Q01196+Q13951; 230,000 tested, under 10 active; AID 1477; Potency, µM (titrated, usually from 59.8 µM), without a hit: at the highest dose activity, negative = inhibition, actives largely listed as inhibitors; also: % of control where 0% means no effect
Target sequence (Q01196 whole entry, looked up): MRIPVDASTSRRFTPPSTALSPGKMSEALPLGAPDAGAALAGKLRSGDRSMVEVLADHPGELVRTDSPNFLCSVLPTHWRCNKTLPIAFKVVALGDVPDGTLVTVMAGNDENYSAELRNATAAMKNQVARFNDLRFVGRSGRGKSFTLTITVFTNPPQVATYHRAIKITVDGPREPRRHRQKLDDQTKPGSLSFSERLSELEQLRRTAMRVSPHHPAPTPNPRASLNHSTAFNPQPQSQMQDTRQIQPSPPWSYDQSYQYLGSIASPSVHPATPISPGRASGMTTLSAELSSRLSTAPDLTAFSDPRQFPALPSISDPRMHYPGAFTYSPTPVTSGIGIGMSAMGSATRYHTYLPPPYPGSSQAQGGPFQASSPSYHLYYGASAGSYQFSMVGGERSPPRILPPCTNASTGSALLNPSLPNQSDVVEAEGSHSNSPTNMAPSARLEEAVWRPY
Target sequence (Q13951 whole entry, looked up): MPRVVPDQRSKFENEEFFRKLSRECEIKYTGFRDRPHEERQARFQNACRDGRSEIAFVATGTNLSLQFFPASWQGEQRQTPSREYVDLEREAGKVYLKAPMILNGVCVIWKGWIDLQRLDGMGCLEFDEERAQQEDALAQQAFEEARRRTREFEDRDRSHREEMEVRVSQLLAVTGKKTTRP
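Compounds were screened at multiple concentrations against a preformed CBF-beta(His)/RUNX1(biotin) complex (30 nM of each) for 15 min at room temperature, followed by 90 min with nickel and streptavidin beads and AlphaScreen reading.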
Epigenetic derep: regulators of epigenetic silencing causing reporter derepression in mouse cells. murine LDR cells, GFP reporter derepression, 30 h. Potency, µM (titrated, usually from 53.9 µM), inactives show top-dose GFP activation, most hits filed as activators. hit rate 0.2% among 280,000; also: potency is read from the fitted curve at half-maximal effect; % of control where 0% means no effect; nearly all actives have a fitted effect of over 60% in size
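Reporter derepression read as number of fluorescent GFP-positive objects, 20-120 um in size, counted by laser-scanning cytometer. Mouse LDR line with an epigenetically silenced CMV-GFP locus; compound incubation 30 h, 37 C.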
HTT aggregate: mutant huntingtin aggregation inhibition | hit rate 1.1% among 220,000 | PC12 HttQ103-GFP aggregates, Acumen cytometry, 40 h | AID 1688 | Potency, µM (top dose mostly 46.1 µM), for inactives: top-dose activity change, negative = inhibition, usual class: inhibitors; also: potency is read from the fitted curve at half-maximal effect; % is scaled to controls: 0 for no effect and ±100 for the full control effect; nearly all actives have a fitted effect of over 60% in size
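PC12 cells with ecdysone-inducible HTT exon1 Q103-GFP, induced by 100 nM tebufenozide, given compounds in a concentration series. GFP aggregates (1–25 um, 6 SD above background) counted in lysates by laser-scanning cytometry, 488 nm excitation.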
Active calls of the source: *; ? = inconclusive; / = no result given; [ ] = dose if it differs, or a comment. Unless noted, calls follow the shape of the dose curve; as a rule, active = well fitted curve in the direction sought with a large enough effect; inconclusive = small, poorly fitted or top-dose-only effect, or another doubt; inactive = no such curve, though single readings can be large; an effect the other way counts as inactive or inconclusive. Some of the compounds tested, so the mix of outcomes need not match the whole.

1. O=c1cc(-c2ccc(O)cc2)oc2cc(O[C@@H]3O[C@H](CO)[C@H](O)[C@H](O)[C@H]3O)cc(O)c12
2. OC1(c2ccc(Cl)c(C(F)(F)F)c2)CCN(CCCC(c2ccc(F)cc2)c2ccc(F)cc2)CC1
3. CCC(C)C(N)C(=O)O (stereo not given)
4. CC1=C(c2ccc(NN=C(C#N)C#N)cc2)NNC(=O)C1
5. CCCCCCCC/C=C\CCCCCCCCN
6. CC[C@]1(O)CC2CN(CCc3c([nH]c4ccccc34)[C@@](C(=O)OC)(c3cc4c(cc3OC)N(C)[C@H]3[C@@](O)(C(=O)OC)[C@H](OC(C)=O)[C@]5(CC)C=CCN6CC[C@]43[C@@H]65)C2)C1 (stereo not given in full)
7. CCNC(=O)/C=C/c1cccc(Br)c1
8. C#C[C@]1(OC(C)=O)CC[C@H]2[C@@H]3CCC4=C/C(=N/O)CC[C@@H]4[C@H]3CC[C@@]21CC
screen / no. | 1 | 2 | 3 | 4 | 5 | 6 | 7 | 8
HTT aggregate | / | / | -1.0% | 12.6µM* | 0.5% | -42.6% | 1.0% | -17.5%
IMPase Li cell | / | / | / | / | / | / | / | /
Epigenetic derep | / | / | / | / | / | / | / | /
LMNA splice mod | / | / | / | / | / | / | / | /
CBFb-RUNX1 inh | 18.7% | ? | / | / | / | / | / | /

Two of the compounds above, as labelled records.
6	CC[C@]1(O)CC2CN(CCc3c([nH]c4ccccc34)[C@@](C(=O)OC)(c3cc4c(cc3OC)N(C)[C@H]3[C@@](O)(C(=O)OC)[C@H](OC(C)=O)[C@]5(CC)C=CCN6CC[C@]43[C@@H]65)C2)C1 (stereo not given in full)
- HTT aggregate = -42.6%
- IMPase Li cell = /
- Epigenetic derep = /
- LMNA splice mod = /
- CBFb-RUNX1 inh = /

7	CCNC(=O)/C=C/c1cccc(Br)c1
- HTT aggregate = 1.0%
- IMPase Li cell = /
- Epigenetic derep = /
- LMNA splice mod = /
- CBFb-RUNX1 inh = /

New compounds follow.
9. CCCC(=O)O
10. CC1CCC(C(C)C)C(OC(=O)c2ccccc2O)C1 (stereo not given)
11. CCN(CC)CCOc1ccccc1C(=O)CCc1ccccc1
12. COc1cccc(CCc2ccccc2OCC(CN(C)C)OC(=O)CCC(=O)O)c1 (stereo not given)
13. Nc1ccc(C(=O)Nc2ccccc2N)cc1
14. O=S(=O)(O)c1ccc2nc(-c3ccccc3)[nH]c2c1
15. CCCSS/C(CCO)=C(/C)N(C=O)Cc1cnc(C)nc1N
16. O=c1cc[nH]c(=O)[nH]1
screen / no. | 9 | 10 | 11 | 12 | 13 | 14 | 15 | 16
HTT aggregate | -20.0% | 5.5% | -11.5% | -30.4% | 2.5% | -7.5% | -13.0% | 3.0%
IMPase Li cell | / | / | / | / | / | / | / | /
Epigenetic derep | / | / | / | / | / | / | / | /
LMNA splice mod | / | / | / | / | / | / | / | /
CBFb-RUNX1 inh | / | / | / | / | / | / | / | /

17. NC(=O)NC(CCC(=O)O)C(=O)O (stereo not given)
18. N/C(=N\N=C\c1ccc(Cl)cc1)N/N=C/c1ccc(Cl)cc1
19. Cc1nc2c3ccccc3nc(NNC(=O)CCC(=O)N3CCN(c4cc(Cl)ccc4C)CC3)n2n1
20. Cc1nn(CC(=O)NCCc2ccccc2)c(=O)c2c1sc1ccccc12
21. CNC(=O)c1ccc(CSc2nc3ccncc3n2Cc2ccc(C)cc2)cc1
22. Cc1oc(-c2cccc(Cl)c2)nc1Cn1c(SCc2ccccc2F)nc2ccncc21
23. Cc1nc2c3ccccc3nc(NNC(=O)CCC(=O)N3CCN(c4ccccc4)CC3)n2n1
24. CCCCC1CCC(CCCC(C)CCC(=O)O)CC1 (stereo not given)
screen / no. | 17 | 18 | 19 | 20 | 21 | 22 | 23 | 24
HTT aggregate | 4.5% | -15.7% | / | / | / | / | / | /
IMPase Li cell | / | / | / | / | / | / | / | /
Epigenetic derep | / | / | -2.2% | -4.2% | -2.7% | -3.4% | -1.1% | -1.6%
LMNA splice mod | / | / | / | / | / | / | / | /
CBFb-RUNX1 inh | / | / | / | / | / | / | / | /

25. COc1ccc(C(=O)Nc2nc3ccccc3n2CCOc2ccc(Cl)cc2)cc1
26. CCCCCCCCO
27. CC[C@@H](C)C(N)C(=O)O (stereo not given in full)
28. NC(=O)n1c(O)c(C(=O)c2cccs2)c2cc(Cl)ccc21
29. CCOC(=O)c1cccc(N)c1
30. Cc1ccccc1N=Nc1ccc(N=Nc2c(O)ccc3ccccc23)c(C)c1
31. CN(C)CC/C=C1\c2ccccc2COc2ccc(CC(=O)O)cc21
32. COc1ccc(NC(=O)Cn2ccn(-c3ccc(C)c(C)c3)c(=O)c2=O)cc1Cl
screen / no. | 25 | 26 | 27 | 28 | 29 | 30 | 31 | 32
HTT aggregate | / | / | 19.0% | 11.2µM* | 11.3% | 23.1% | 18.5% | /
IMPase Li cell | / | -19.9% | / | / | / | / | / | /
Epigenetic derep | 3.2% | / | / | / | / | / | / | 0.0%
LMNA splice mod | / | / | / | / | ? | 0.8% | ? | ?
CBFb-RUNX1 inh | / | 24.9%[21.7 µM] | 0.8% | ? | / | / | / | /

Compounds shown so far that contain four or more nitrogen atoms, in the order listed:
4. CC1=C(c2ccc(NN=C(C#N)C#N)cc2)NNC(=O)C1
6. CC[C@]1(O)CC2CN(CCc3c([nH]c4ccccc34)[C@@](C(=O)OC)(c3cc4c(cc3OC)N(C)[C@H]3[C@@](O)(C(=O)OC)[C@H](OC(C)=O)[C@]5(CC)C=CCN6CC[C@]43[C@@H]65)C2)C1 (stereo not given in full)
15. CCCSS/C(CCO)=C(/C)N(C=O)Cc1cnc(C)nc1N
18. N/C(=N\N=C\c1ccc(Cl)cc1)N/N=C/c1ccc(Cl)cc1
19. Cc1nc2c3ccccc3nc(NNC(=O)CCC(=O)N3CCN(c4cc(Cl)ccc4C)CC3)n2n1
21. CNC(=O)c1ccc(CSc2nc3ccncc3n2Cc2ccc(C)cc2)cc1
22. Cc1oc(-c2cccc(Cl)c2)nc1Cn1c(SCc2ccccc2F)nc2ccncc21
23. Cc1nc2c3ccccc3nc(NNC(=O)CCC(=O)N3CCN(c4ccccc4)CC3)n2n1
30. Cc1ccccc1N=Nc1ccc(N=Nc2c(O)ccc3ccccc23)c(C)c1
screen / no. | 4 | 6 | 15 | 18 | 19 | 21 | 22 | 23 | 30
HTT aggregate | 12.6µM* | -42.6% | -13.0% | -15.7% | / | / | / | / | 23.1%
IMPase Li cell | / | / | / | / | / | / | / | / | /
Epigenetic derep | / | / | / | / | -2.2% | -2.7% | -3.4% | -1.1% | /
LMNA splice mod | / | / | / | / | / | / | / | / | 0.8%
CBFb-RUNX1 inh | / | / | / | / | / | / | / | / | /
